# HEK293 NFkB inh = inhibitors of PMA/ionomycin-induced NF-kB reporter, primary screen, antigen receptor NF-kB inhibitor project, cell-based, HEK-293 luciferase reporter, luminescence; HEK-293 NF-kB luciferase reporter; inhibition, % at 3 µM; actives 0.21% (n = 62,000); AID 465, 2006;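 active = inhibition above the mean of all tested compounds plus 3 SD, cut at about 40% in these data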;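 also: 0% = stimulated DMSO wells and 100% = 10 µM reference inhibitor 5653914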
#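 Signal: luciferase luminescence; Material: HEK-293 cells with stable firefly luciferase reporter driven by four HIV NF-kB elements; Probe or stimulus: PMA with ionomycin; Replication: tested once; Times: 1 h compound pretreatment, then 16 h stimulation at 37 °C, 5% CO2; Benchmarks: DMSO and 10 µM reference inhibitor; Evaluation: per-plate % inhibition versus controls.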
# Fluor 339 460 = intrinsic fluorescence of library compounds, ex339/em460 – biochemical, MLSMR library, data from DPM-DC assay, artefact control, profiling panel | compound autofluorescence, ex339/em460 nm, NADH buffer; stronger effect = higher value; 1 = no-compound wells, NADH background | fluorescence fold increase at 10 µM | actives 5.5% (n = 65,000);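 active = at 10 µM, mean starting fluorescence two-fold or more over control wells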;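 also: signal is the first read of a kinetic run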
# JNK3 inh = JNK3 kinase activity inhibitors, primary screen, biochemical, human, purified enzyme; Mitogen-activated protein kinase 10 (Homo sapiens), P53779; HTS; inhibition, % at 8 µM; actives 0.61% (n = 60,000); AID 746, 2007; in the data active = inhibition above about 17%;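 also: 0% = DMSO and 100% = reference inhibitor; many of its hits are not listed in these tables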
# Target sequence (P53779 whole entry, looked up): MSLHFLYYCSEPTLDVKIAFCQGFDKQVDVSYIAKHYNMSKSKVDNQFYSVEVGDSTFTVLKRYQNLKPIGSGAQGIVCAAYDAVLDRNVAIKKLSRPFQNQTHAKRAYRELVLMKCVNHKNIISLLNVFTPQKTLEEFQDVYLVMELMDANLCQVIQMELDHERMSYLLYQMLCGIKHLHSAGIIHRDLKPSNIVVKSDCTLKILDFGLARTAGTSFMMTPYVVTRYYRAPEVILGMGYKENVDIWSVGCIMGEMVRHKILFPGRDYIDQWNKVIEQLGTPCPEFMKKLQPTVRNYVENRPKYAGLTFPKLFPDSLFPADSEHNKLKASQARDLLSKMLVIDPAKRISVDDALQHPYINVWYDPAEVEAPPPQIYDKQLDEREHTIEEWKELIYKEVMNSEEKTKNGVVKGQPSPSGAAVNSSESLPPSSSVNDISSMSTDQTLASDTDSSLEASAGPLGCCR
# ROCK2 inh = inhibitors of human ROCK2 kinase, primary screen, biochemical, high-throughput, luminescence; Rho-associated protein kinase 2 (Homo sapiens), O75116; purified ROCK2, Kinase-Glo ATP depletion luminescence; inhibition, % at 6 µM; actives 0.35% (n = 60,000); AID 604, 2007;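 active = inhibition above the screen-wide mean inhibition plus 3 SD, cut at about 18% in these data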;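 also: plate controls were DMSO wells for no effect and Y-27632 control wells after no-enzyme background subtraction for full effect; many of its hits are not listed in these tables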
# Ecoli tolC = growth inhibitors of E. coli tolC mutant, primary screen, strain BW25113 ΔtolC::kan, 384-well; AID 573, 2007; growth inhibition, % at 10 µM (by protocol); OD615; actives 2.2% (n = 65,000);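 active = growth inhibition at or above a cutoff equal to the mean over every tested compound plus 3 SD, cut at about 60% in these data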;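 also: growth measured after 20 h incubation at 37 °C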
#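 Signal: optical density read at 615 nm; Assay system: E. coli ΔtolC::kan strain BW25113; Times: 20 h incubation with compound, 37 °C; Dosing: 10 µM final, single dose.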
# MMP13 inh = human MMP13 inhibitors, primary screen, biochemical, FRET peptide cleavage. Collagenase 3 (Homo sapiens), P45452. MMP-13 fTHP FRET cleavage, Mca fluorescence. inhibition, % at 4 µM. actives 0.07% (n = 65,000);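 active = inhibition above the mean of compound-free control plate wells plus 3 SD, cut at about 14% in these data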;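 also: 0% = DMSO wells and 100% = wells with reference MMP-13 inhibitor after basal subtraction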
# A340 absorber = compound light absorbance at 340 nm, profiling panel, artefact control, biochemical, MLSMR library, data from PS, PMK, MK assays. compound absorbance at 340 nm, fold over control. fold change at 10 µM. 65,000 tested, under 10 active;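 active = at 10 µM dose, initial 340 nm absorbance at least 2 fold that of control wells; inactive = change under 2 fold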;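 also: initial absorbance extrapolated from kinetic A340 decline of NADH oxidation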
# NADH coupling = inhibitors of PK/LDH coupling enzymes, profiling panel, artefact control, biochemical, MLSMR library. actives 0.02% (n = 65,000). coupled PK/LDH NADH assays, four targets. IC50, µM (highest dose often 10 µM), for the others: at the top dose inhibition;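 active = single-dose screening hits from any of four coupled enzyme assays that gave an IC50 when retested across doses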;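 also: the DPM-DC format reads NADH fluorescence rather than 340 nm absorbance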
# PKA kinase inh = inhibitors of human PKA kinase activity, primary screen, biochemical, ATP-depletion luminescence, Kemptide substrate; cAMP-dependent protein kinase catalytic subunit alpha (Homo sapiens), P17612; PKA Kemptide phosphorylation, Kinase-Glo ATP luminescence; inhibition, % at 6 µM; actives 0.1% (n = 65,000); AID 524, 2006;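 active = inhibition above the screen-wide mean inhibition plus 3 SD, cut at about 21% in these data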; also: many of its hits are not listed in these tables
# * hit, by the source's call; . = not tested or not shown; [ ] = dose if it differs, or a comment. Some of the compounds tested. The share of hits here may be higher or lower than overall.
compound	HEK293 NFkB inh	Fluor 339 460	JNK3 inh	ROCK2 inh	Ecoli tolC	MMP13 inh	A340 absorber	NADH coupling	PKA kinase inh
CC(=O)c1c(O)cc(C)n(Cc2ccccc2)c1=O	17	1.1	2	8	-14	-9	1.1	6%	11
COc1cccc(CNC(=O)C2CCN(C(=O)N(C)C)CC2)c1	9	0.94	0	5	-14	-2	1.1	4%	0
COc1cc(C)nc(N(C)S(=O)(=O)c2ccccc2Cl)n1	.	1.1	2	0	1	-13	1.1	0%	6
COc1ccc(CC(C)N2CCN(c3ccccc3OC)CC2)cc1OC (stereo unspecified)	16	1.1	-8	-1	-6	3	1	5%	-4
O=C(CN1C(=O)NC2(CCCCC2)C1=O)Nc1ccc(S(=O)(=O)N2CCOCC2)cc1	10	1	-1	6	-14	0	0.98	2%	15
Cc1n[nH]c(C)c1S(=O)(=O)N1CCCCCC1	18	1.1	.	.	-14	4	0.99	3%	6
O=C(CSc1oc(-c2ccccc2)nc1S(=O)(=O)c1ccc(F)cc1)NCC1CCCO1 (stereo unspecified)	4	1.1	.	.	-3	-1	1	7%	6
O=C(NCCc1ccccc1)c1nc2c(nnn2Cc2ccccc2Cl)c(=O)[nH]1	2	1.1	-7	1	97*	-2	1	5%	1
CCOC(=O)Oc1ccc2oc(C)c(C(=O)OCCOC)c2c1	8	1.1	3	2	12	0	1	5%	1
O=C(NCCCN1CCN(c2ccccc2F)CC1)C1CCC(=O)N1C1CCCC1 (stereo unspecified)	20	1	1	0	-15	-1	1.1	5%	3
CC1(C)Cc2c(c(=S)nc(-c3ccccc3)n2CCO)CO1	16	0.97	1	4	-10	5	1.1	7%	11
O=C(CCn1cnc2ccccc2c1=O)Nc1ccc(S(=O)(=O)N2CCCCC2)cc1	-2	1.1	20*	7	4	3	1	2%	7
Cc1cc(C)nc(-n2nc(C)cc2NC(=O)c2cccc(S(=O)(=O)N(C)C)c2)n1	12	1.1	4	3	-8	0	1	4%	5
Cc1cc(-c2nnco2)c(C)n1-c1ccc(F)cc1	5	1.1	.	.	12	3	1	6%	6
Cc1ccc(S(=O)(=O)NCC(=O)N(CC(=O)NCC2CCCO2)Cc2ccccc2)cc1 (stereo unspecified)	7	1	-1	2	-14	-2	0.99	10%	3
O=C(c1ccccc1)c1ccc(N2CCOCC2)c(NC(=O)c2ccco2)c1	3	1	-1	1	17	-1	1	2%	0
CC1CC(=O)N(CC(=O)NCc2ccco2)c2ccccc2S1 (stereo unspecified)	6	1.1	2	2	-6	1	0.98	4%	-1
CS(=O)(=O)N(CC(=O)NCCSc1ccccc1)c1ccc2c(c1)OCO2	13	1.1	-11	-2	3	1	1	7%	-4
COC(=O)c1noc(-c2ccc(OC)cc2)n1	2	1.1	-5	6	-4	-4	1	8%	-3
Cc1ccc2cc(CN(Cc3ccccc3)Cc3nnnn3C3CCCC3)c(=O)[nH]c2c1	10	1.1	-7	4	73*	-1	1	4%	7
CC(C)(C)OC(=O)N1CCN(c2ccc(NC(=O)c3cc4ccccc4oc3=O)cc2)CC1	14	1	.	.	-11	1	1	3%	-5
Cc1nnc(SCCn2c(N(C)Cc3ccccc3)nc3c2c(=O)[nH]c(=O)n3C)s1	-1	1	0	6	2	4	1	4%	5
CCOc1ccc(NC(=O)c2ccccc2CO)cc1	-15	1.1	-6	1	-21	2	1	6%	3
CCOC(=O)C1=C(C)NC(=O)NC1c1ccc(N(C)C)cc1 (stereo unspecified)	3	1	4	2	-9	1	1	1%	3
c1ccc(-c2nnc3sc(CN4CCC5(CC4)OCCO5)cn23)cc1	11	1.1	-2	-2	-16	-1	1	5%	-4
CN1CCN(C(=O)c2cnn(-c3ccccc3)c2NC(=O)c2cccs2)CC1	-9	1.1	-4	0	-18	4	1	3%	-4
O=C(NCC1CCCO1)c1cc2n(n1)C(C(F)(F)F)CC(c1ccc(Br)cc1)N2 (stereo unspecified)	13	1.1	-4	4	34	2	1	9%	11
Cc1ccc(C)c(N2CCN(S(=O)(=O)c3c(C)noc3/C=C/N(C)C)CC2)c1	6	1	2	-1	10	2	1.1	3%	2
CN(C)CCCNCCCNC(=O)c1ccccn1	18	1.1	3	5	-7	-15	0.96	9%	5
CCSc1nnc2c(n1)OC=Nc1ccc(Br)cc1-2	5	1	-3	-8	4	4	1	1%	1
Cc1ccc2c(c1)nnn2C1CCN(S(C)(=O)=O)CC1	10	1	6	5	-1	-5	1	2%	12
CC1Cc2ccccc2N1CC(=O)NC(=O)NCc1ccco1 (stereo unspecified)	9	1	5	3	16	0	1	4%	13
COc1ccc(C2=NO[C@@H]3C(=O)N(c4c(C)cccc4C)C(=O)[C@H]23)cc1OC	7	1.1	-10	-4	-22	6	1.1	7%	-1
COc1ccc(-n2c(N)c(-c3nc4ccccc4n3C)sc2=S)cc1	-31	1.2	.	.	-6	2	1	0%	-4
Cc1cc(C)c(C#N)c(SCC(=O)c2cccs2)n1	2	1.3	10	10	27	4	1	9%	11
c1ccc(-n2c(Cc3cn4ccsc4n3)nnc2N2CCOCC2)cc1	3	1.1	0	2	-13	-4	1	8%	9
CCOC(=O)N1CCN(C(=O)CS(=O)(=O)c2cn(Cc3cccc(F)c3)c3ccccc23)CC1	9	1.1	.	.	-11	2	1	8%	4
CCCC(=O)Nc1cnc(NC(=O)c2cccc(F)c2)cc1C	-28	1	.	.	-4	2	1	2%	3
CCOC(=O)N1CCN(C(=O)c2ccc3nc4cc(Cl)ccc4c(=O)n3c2)CC1	20	3.3*	.	.	-9	-64[fluorescence artefact?]	1.1	5%[fluoresces]	3
COC(=O)c1c(C)[nH]c(C(=O)C(C)Sc2nnc(-c3cc(OC)c(OC)c(OC)c3)o2)c1C (stereo unspecified)	18	1.1	6	7	39	3	1	0%	13
CCOC(=O)N1CCN(C(=O)CSc2nc3c(cnn3-c3ccc(Cl)cc3)c(=O)[nH]2)CC1	15	1.1	-1	3	20	4	1	4%	1
Fc1cccc(Cl)c1Cn1nnc2c(N3CCC4(CC3)OCCO4)ncnc21	21	1	.	.	5	1	1	3%	4
COc1ccc(OC)c(N(CC(=O)Nc2ccccc2)S(C)(=O)=O)c1	8	1.1	5	3	3	3	1	7%	7
CCOc1cc(N2CCOCC2)c(OCC)cc1NC(=O)CN1C(=O)NC(Cc2ccccc2)C1=O (stereo unspecified)	0	1.1	2	3	-8	2	1	4%	4
C=C(C)CSc1nc(N)c2c(C)c(C)sc2n1	-13	1.1	0	8	-21	-3	1	5%	-4
COC(=O)CCC(=O)CN	.	1	8	-1	8	7	0.96	2%	-7
CC1(C)Cc2c(sc3c2c(=O)n(Cc2ccccc2)c2nncn32)CO1	11	1.1	-5	-4	-15	3	0.99	7%	-13
CCC1(CC)C(=O)N(C)C(=O)NC1=NCc1ccccc1	2	1.1	3	7	-15	6	1	1%	6
CCOC(=O)C(Sc1nnc2c3ccccc3n(CC)c2n1)C(=O)OCC	15	0.98	2	2	8	1	1.1	3%	2
Cn1c(NCc2ccccc2)nc2c1c(=O)n(Cc1ccccc1)c(=O)n2C	.	1.1	6	6	9	-3	1	4%	6

# Later entries
compound	HEK293 NFkB inh	Fluor 339 460	JNK3 inh	ROCK2 inh	Ecoli tolC	MMP13 inh	A340 absorber	NADH coupling	PKA kinase inh
NS(=O)(=O)c1ccc(-c2ccc(C=NC3CCS(=O)(=O)C3)o2)cc1 (stereo unspecified)	.	1.2	2	-16	3	-1	1.2	3%	-2
N#CCCN(Cc1cccnc1)C(=O)c1ccc(S(=O)(=O)N2CCOCC2)cc1	13	1.1	-1	1	-8	-3	1	4%	2
Cc1nnc(SCC(=O)Nc2cc(C(F)(F)F)ccc2N2CCOCC2)o1	-3	1	2	2	-14	-1	0.98	3%	3
Cn1nnc2cc(NC(=O)NCc3ccc4c(c3)OCO4)ccc21	17	1.2	3	7	-9	-5	1.1	6%	4
O=C(NCCCN1CCN(CCCNC(=O)c2ccc(F)cc2)CC1)c1ccc(F)cc1	18	1.1	7	1	-4	6	1	1%	10
Cc1ccc2c(c1)[nH]c1c(N3CCN(Cc4ccccc4)CC3)ncnc12	10	1.6	-2	7	100*	-20	1.1	3%	3
CCOC(=O)c1ccc(N2CN=C3SCC(=O)N3C2)cc1	16	1.1	0	0	-6	1	1.1	0%	2
O=C(OCc1cc(=O)n2c(n1)sc1ccccc12)c1ccc2c(=O)n3c(nc2c1)CCC3	10	1.6	1	2	4	-4	1.1	11%	2
COc1ccc2c(c1OC)C(=O)N1c3cccc(Cl)c3C(=O)OC21 (stereo unspecified)	9	1.1	-1	3	-4	-2	1	6%	-1
Cc1ccc(S(=O)(=O)N2CCN(C(=O)CN3CCOCC3)C2c2ccccc2)cc1 (stereo unspecified)	12	1.1	-4	7	-8	0	0.98	3%	7
CCOC(=O)CSC1=C(C#N)C(=O)NC(c2ccc(OC)c(OC)c2)S1 (stereo unspecified)	.	0.99	-8	-1	5	-3	1.1	6%	2
COc1cccc(C2Nc3ccccc3C(=O)N2O)c1O (stereo unspecified)	11	1.3	0	7	24	-3	1	2%	10
COC(C)(C)[C@]12CC(O)(c3ccccc3)ON1[C@H]1CCCCC1N2O (stereo partly specified)	12	1.1	-1	0	-27	-8	1	6%	-4
COc1ccc(OC)c(C(c2nnnn2CCc2ccccc2)N2CCN(c3ccccc3)CC2)c1 (stereo unspecified)	30	1.1	0	0	7	-1	0.98	5%	-3
COC(=O)N1CCN(c2ccc(OC)cc2)CC1	1	1.1	-5	-3	-15	3	1	6%	-4
CCc1ccc(-c2nc(-c3ccncc3)no2)cc1	-36	1.1	2	6	11	2	1.1	5%	11
COc1ccc(C2NC(=O)NC(O)(C(F)(F)F)C2C(=O)c2ccc(F)cc2)cc1 (stereo unspecified)	.	1.1	-1	0	0	-2	1	5%	3
CC1CCCCN1Cc1ccc(-c2nn[nH]n2)cc1 (stereo unspecified)	8	1.3	2	7	-11	2	1	4%	3
Cc1cc(Cl)ccc1OCC(=O)Nc1ccccc1N1CCOCC1	8	1	8	5	86*	2	1	5%	11
O=c1cc(CSc2nnc(-c3ccco3)o2)c2ccccc2[nH]1	11	1.1	-4	0	13	7	1.1	8%	7
Cc1ccc(C)c(NC(=O)CN(C)S(=O)(=O)c2ccccc2)c1	18	1.1	-1	0	-2	0	1.1	0%	0

# Copied from above (2 entries):
compound	HEK293 NFkB inh	Fluor 339 460	JNK3 inh	ROCK2 inh	Ecoli tolC	MMP13 inh	A340 absorber	NADH coupling	PKA kinase inh
NS(=O)(=O)c1ccc(-c2ccc(C=NC3CCS(=O)(=O)C3)o2)cc1 (stereo unspecified)	.	1.2	2	-16	3	-1	1.2	3%	-2
N#CCCN(Cc1cccnc1)C(=O)c1ccc(S(=O)(=O)N2CCOCC2)cc1	13	1.1	-1	1	-8	-3	1	4%	2
